# Bioassay records from PubChem.
# Giardia FBPA inh: qHTS Assay for Inhibitors of Fructose-1,6-bisphosphate Aldolase from Giardia Lamblia. purified Giardia FBPA. AID 2451, 2010. Potency, µM (top dose mostly 59.6 µM), for the others: at the top dose activity, negative = inhibition, usual class: inhibitors. actives 0.71% (n = 290,000); note: potency is the fitted concentration of half-maximal effect; nearly all actives have a fitted effect of over 55% in size
# Target sequence (A8B2U2 whole entry, looked up): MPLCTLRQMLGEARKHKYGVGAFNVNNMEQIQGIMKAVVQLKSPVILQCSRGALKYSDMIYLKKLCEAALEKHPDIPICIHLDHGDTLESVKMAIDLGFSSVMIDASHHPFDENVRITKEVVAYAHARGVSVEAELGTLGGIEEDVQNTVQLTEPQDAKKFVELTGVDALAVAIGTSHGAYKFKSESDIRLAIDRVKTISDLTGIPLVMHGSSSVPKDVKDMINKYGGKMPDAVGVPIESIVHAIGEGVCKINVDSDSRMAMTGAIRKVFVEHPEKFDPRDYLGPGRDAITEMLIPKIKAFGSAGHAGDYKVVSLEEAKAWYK
#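 Giardia FBPA (40 nM reagent) was preincubated 10 min at RT with compound (up to 57.5 uM final), then substrate plus GAPDH/TPI/NAD/arsenate coupling system with diaphorase/resazurin was added; resorufin fluorescence (525/598 nm) was read after 20 min.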
# AMA1-RON2 inh: qHTS for Inhibitors of AMA1-RON; Towards Development of Antimalarial Drug Lead: Primary Screen. Plasmodium falciparum AMA1 (3D7) - RON2 peptide interaction. AlphaScreen AMA1-biotinylated RON2 peptide binding. Potency, µM (series often up to 58.2 µM), inactives show at the highest dose activity change, negative = inhibition, usual class: inhibitors. actives 0.2% (n = 360,000). AID 720542, 2013;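 note: potency is the fitted concentration of half-maximal effect; 0% = vehicle wells and -100% = peptide control; nearly all actives have a fitted effect of over 45% in size; some results filed as inactive show a strong effect at the top dose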
#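 AMA1 (3D7) with his tag at 25 nM final met compounds first, then biotinylated RON2 peptide at 25 nM; detection used donor plus acceptor beads, 10 µg/mL apiece, read by AlphaScreen after 30 min at room temperature.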
# HCMV antiviral: qHTS Assay for inhibitors of the human cytomegalovirus (HCMV). AID 1259415, 2018. actives 4.5% (n = 410,000). HFF cells, HCMV-luciferase reporter, 72 h; active compounds read low. activity change, negative = inhibition, % at 57.5 µM; in the data active = activity change below about -60%; inconclusive = no clear call, values can overlap the other calls; inactive = above about -39%
#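 Two compound doses tested in HFFs infected with HCMV-luciferase, MOI 1 PFU/cell, 72 h at 37C. Lysate luminescence read with OneGlo; data normalized against buffer-only and 10uM Salinomycin inhibitor controls.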
# AmpC inh no detg: qHTS Inhibitors of AmpC Beta-Lactamase (assay without detergent). P00811. Potency, µM (series often up to 57.1 µM), without a hit: top-dose activity change, negative = inhibition, hits mostly inhibitors. AmpC nitrocefin hydrolysis, absorbance 480 nm, 0.0001% Triton. actives 0.52% (n = 330,000);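 note: potency is the fitted concentration of half-maximal effect; plate controls were no compound for no effect and no enzyme for full effect; nearly all actives have a fitted effect of over 20% in size; some results filed as inactive show a strong effect at the top dose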
# Target sequence (P00811 whole entry, looked up): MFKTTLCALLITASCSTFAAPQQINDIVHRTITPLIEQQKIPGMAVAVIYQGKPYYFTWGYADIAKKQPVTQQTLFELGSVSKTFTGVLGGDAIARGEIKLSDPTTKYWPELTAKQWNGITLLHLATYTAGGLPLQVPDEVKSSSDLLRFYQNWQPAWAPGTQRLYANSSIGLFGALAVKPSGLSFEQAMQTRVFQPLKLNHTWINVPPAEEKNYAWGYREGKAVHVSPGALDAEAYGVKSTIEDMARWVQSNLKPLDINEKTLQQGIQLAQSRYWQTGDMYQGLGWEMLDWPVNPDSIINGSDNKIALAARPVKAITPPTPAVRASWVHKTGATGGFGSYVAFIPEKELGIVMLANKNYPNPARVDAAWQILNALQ
#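 AmpC (5.3 nM in the dispensed reagent) in 20 mM phosphate pH 7.0 with 0.01% (detergent screen) or 0.0001% Triton X-100 was preincubated with compounds for 15 min at room temperature. Nitrocefin was then added from an 800 uM solution, and hydrolysis was followed at 480 nm.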
# Sm TGR inh: qHTS Assay for the Inhibitors of Schistosoma Mansoni Peroxiredoxins; Schistosoma mansoni thioredoxin glutathione reductase (TGR), Q962Y6; actives 3% (n = 360,000); Potency, µM (top dose mostly 114 µM), for the others: top-dose activity change, negative = inhibition, actives largely listed as inhibitors; purified TGR, DTNB reduction, TNB absorbance 405 nm; note: potency is the fitted concentration of half-maximal effect; nearly all actives have a fitted effect of over 60% in size
#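 TGR 20 nM + NADPH 100 uM (dispensed conc.), cpd preinc 15 min RT; start with NADPH (500 uM addition) then DTNB (15 mM addition). Kinetic TNB absorbance, 405 nm filter. Four-parameter Hill fit across titration.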
# AmpC inh detg: qHTS Inhibitors of AmpC Beta-Lactamase (assay with detergent); P00811; AID 485294, 2010; actives 0.041% (n = 370,000); AmpC hydrolysis of nitrocefin, absorbance 480 nm, 0.01% Triton; Potency, µM (titrated, usually from 114 µM), for inactives: at the highest dose activity change, negative = inhibition, actives largely listed as inhibitors;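 note: potency is the fitted concentration of half-maximal effect; 0% = no-compound wells and -100% = no-enzyme wells; nearly all actives have a fitted effect of over 25% in size; some results filed as inactive show a strong effect at the top dose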
#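 20 mM phosphate pH 7.0 + 0.01% (detergent screen) or 0.0001% Triton X-100; 5.3 nM AmpC reagent; cpd preinc 15 min RT; nitrocefin (800 uM stock) to start; A480 q20 s × 4 min; Activity was normalised to no-enzyme and no-compound control wells.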
# * marks the source's active call; other numbers are inactive results; ? = inconclusive; nt = not tested or not shown; & = joins results of further samples; ! = repeats disagree; [ ] = dose if it differs, or a comment. Unless noted, calls come from the whole dose curve; as a rule, active = well fitted curve in the direction sought with a large enough effect; inconclusive = small, poorly fitted or top-dose-only effect, or another doubt; inactive = no such curve, though single readings can be large; an effect the other way counts as inactive or inconclusive. Unless noted, % is set by controls: 0 for no effect and ±100 for the full control effect. Rows are unselected. About 7.8% of those tested had a hit in this group.
compound | Giardia FBPA inh | AMA1-RON2 inh | HCMV antiviral | AmpC inh no detg | Sm TGR inh | AmpC inh detg
CCCCN1C(=O)C(O)(c2c(C)[nH]c3ccccc23)c2ccccc21 (stereo unspecified) | nt | nt | 15.4 | nt | 6.6% | 23.3%
COc1cc(OC)c(C(=O)Nc2ccc(S(=O)(=O)N3CCCCC3)cc2)cc1OC | nt | -13.5% | -35.0 | 52.9% | -9.5% | -6.2%
CN(C(=O)CSc1nc2ccccc2o1)C1CCCCC1 | nt | -26.4% | 28.2 | -13.1% | 4.6% | -13.9%
CC(C)N1C(=O)c2ccc(C(=O)O)cc2C1=O | 16.3% | 15.6% | -2.9 | -14.4% | 3.6% | -8.8%
O=C(NCCN1CCOCC1)c1ccc2ccccc2n1 | 2.8% | 7.5% | -4.1 | -14.0% | 3.6% | -5.8%
O=C(O)Cn1nnnc1-c1ccc(F)cc1 | 8.3% | -3.5% | 56.6 | -28.4% | ? | -0.1%
O=C(Cc1ccc(Cl)cc1)NCCc1cnc[nH]1 | 1.6% | -8.9% | 17.0 | -4.2% | -2.5% | -0.9%
COc1ccc(NS(=O)(=O)c2ccc(N)cc2)nn1 | 0.3% | nt | nt | -16.5%&-6.4% | 3.1%&-5.6% | ?
Clc1cccc(OCCN2CCNCC2)c1 | -22.8% | ? | -35.0 | -18.1% | -8.8% | 5.4%
COc1ccc(CC(=O)OCN2C(=O)c3ccccc3C2=O)cc1 | 3.4% | 13.5% | -25.7 | 6.1% | 1.6% | ?
CC(C)(C)c1ccc(C(=O)NC(=S)N2CCCC2)cc1 | nt | 91.0%[activator] | 61.3 | -7.0% | -2.0% | 1.7%
CC(=O)N1c2ccc(S(=O)(=O)N(C)CC(=O)N(Cc3ccccc3)C(C)C)cc2CC1C (stereo unspecified) | nt | nt | -19.0 | nt | -0.7% | -5.7%
Cn1cc[nH]c1=S | -13.2% | -7.0% | ? | -3.8% | 3.0% | 5.4%
CCCCNC(=O)CCNC(=O)c1ccc(C(C)(C)C)cc1 | 2.5% | -1.5% | 31.1 | 41.8% | -2.2% | -12.7%
CCO/C=C1/C(=O)N(C(C)=O)c2ccccc21 | 5.8% | 0.0% | -7.7 | -25.9% | ? | 3.4%
COCC(=O)Nc1cc(OC)ccc1OC | -0.3% | -7.8% | 11.1 | -23.1% | 2.0% | -3.3%
CC(=O)N1CCCc2ccc(NC(=O)c3ccc(C(F)(F)F)cc3)cc21 | nt | nt | -71.3* | nt | -8.3% | -2.0%
CC(OC(=O)COc1cccc2c1OC(C)(C)C2)C(=O)Nc1ccc(S(N)(=O)=O)cc1 (stereo unspecified) | nt | -14.0% | 5.5 | -29.7% | 0.6% | ?
O=C(NNc1ncnc2ccccc12)c1cccc(Cl)c1 | -10.1% | 80.8%[activator] | 27.7 | -13.4% | 6.8% | 1.0%
COc1ccc(C(=O)NCCN2CCCC2)cc1OC | -9.4% | 7.8% | 12.7 | -1.1% | -2.3% | 1.6%
COc1cc(OC)c(NS(=O)(=O)c2cccc(C(=O)OCC(=O)NCC3CCCO3)c2)cc1Cl (stereo unspecified) | -1.5% | -0.2% | 12.5 | 112.7%[activator] | 4.2% | -4.1%
COC(=O)C(Cc1ccc(O)cc1)NC(=O)c1ccc2c(c1)OCCO2 (stereo unspecified) | -4.8% | 11.9% | 11.5 | -30.0% | 0.5% | ?
Cc1ccc(C2=NN(C(=O)CCC(=O)O)C(c3cn(-c4ccccc4)nc3-c3ccc(C)cc3)C2)cc1 (stereo unspecified) | 5.1% | -3.8% | -60.1* | -23.2% | -17.7% | 2.8%
O=C(O)/C(=C\c1ccc(F)cc1)c1ccc(-c2ccccc2)cc1 | 5.6% | 12.2% | 14.5 | -6.8% | 3.2% | 1.7%
CN1CCC(c2c[nH]c3ccc(O)cc23)CC1 | 1.99µM*! | -5.9% | 11.7 | nt | nt | nt

# Going on with the list.
compound | Giardia FBPA inh | AMA1-RON2 inh | HCMV antiviral | AmpC inh no detg | Sm TGR inh | AmpC inh detg
CC1(C)C(=O)Nc2ccccc2N1C(=O)COC(=O)Cn1cnc2ccccc2c1=O | 0.5% | -2.8% | 18.1 | -12.9% | -10.5% | -0.8%
Cc1c(C(=O)N(C)C2CCCCC2)sc2ncnc(N3CCN(c4ccccc4)CC3)c12 | nt | -20.0% | ? | 118.7%[activator] | 12.2% | 0.8%
CCOC(=O)Cc1csc(NC(=S)NC(=O)c2ccc(C)cc2)n1 | ? | 51.9%[activator] | -96.0* | -19.7% | -0.1% | -0.5%
Cc1cc(C=O)c(C)n1-c1ccc(N2CCCC2)c([N+](=O)[O-])c1 | 6.1% | -5.9% | -9.8 | 19.4% | 18.6% | 3.7%
COc1cc(Cl)c(C)cc1NC(=O)c1cc2c(=O)oc3ccccc3c2s1 | nt | nt | 10.4 | nt | -7.0% | -1.8%
COC(=O)[C@@]1(C)[C@H]2C(=O)N(Cc3ccccc3)C(=O)[C@H]2[C@H]2CN=C(SCC(=O)c3ccccc3)N21 | nt | 13.4% | -16.7 | 1.2% | nt | nt
CNc1ncc(Cc2ccccc2)s1 | 0.9% | -8.3% | -17.4 | -2.7% | -3.4% | -13.1%
Cc1ccc(OCC(=O)Nc2ccc3[nH]c(=O)sc3c2)cc1 | nt | nt | -0.9 | nt | -0.1% | 10.3%
COc1ccc(OC)c(/C=N/NC(=O)c2nnn(-c3nonc3N)c2-c2cccs2)c1 | -11.7% | 2.1% | -29.6 | -41.5% | -15.8% | -13.1%
COc1ccc(NC(=O)Nc2sc(NS(=O)(=O)c3ccccc3)nc2C)cc1 | ? | 5.6% | -17.6 | -28.0% | ? | 9.3%
Cc1cc(C)cc(NC(=O)C2CCCN(c3ncccn3)C2)c1 (stereo unspecified) | nt | -7.5% | 20.6 | -17.3% | -1.9% | 0.7%
CCOc1ccc(OCc2ccc(C(=O)NCc3ccncc3)o2)cc1 | 4.9% | -3.0% | 1.6 | 1.5% | -0.9% | ?
CCN(CC)CCN(C(=O)CCOc1ccccc1)c1nc2c(F)cc(F)cc2s1 | -4.5% | -8.3% | ? | -7.1% | ? | -3.1%
COc1ccc(-c2onc(C)c2C)cc1S(=O)(=O)N(C)Cc1ccccc1 | nt | nt | ? | nt | -1.6% | -0.1%
Cc1nn(-c2ccccc2)c(C)c1/C=N/N1CCN(c2ccccn2)CC1 | 0.6% | -24.4% | -25.8 | 93.5%[activator] | 17.6% | 6.8%
Cn1c(SCC(=O)Nc2ccc3nc(SCC(=O)N4CCCC4)sc3c2)nnc1-c1ccc(N)cc1 | -15.0% | -11.0% | nt | 69.5%[activator] | -18.2% | -9.8%
CCC(c1nnc(SCC(=O)Nc2ccc(NC(C)=O)cc2)n1Cc1ccccc1)N(C)C (stereo unspecified) | nt | 1.2% | -4.4 | 2.1% | 0.0% | -10.1%
COc1ccc(NC(=O)CN2C(=O)S/C(=C/c3cccn3-c3ccc(C(=O)O)cc3)C2=O)cc1 | nt | nt | -31.0 | -4.0% | -23.3% | -5.2%
CSc1ncc(/C=C2/C(=O)NC(=O)N(c3ccc(Cl)cc3)C2=O)cn1 | -0.5% | 11.1% | 0.4 | -35.5% | 5.62µM* | -13.4%
CC(OC(=O)/C(C#N)=C/c1ccc(N(C)C)cc1)C(=O)N(C)c1ccccc1 (stereo unspecified) | nt | -0.4% | -3.7 | 106.2%[activator] | -7.1% | 0.0%
O=C(CN(CCc1ccccc1)C(=O)CN1C(=O)COc2ccccc21)NCc1ccco1 | 10.0% | -4.5% | nt | -0.8% | ? | ?
CC1CCCCC1NC(=O)Cn1cnc2ccccc2c1=O (stereo unspecified) | 10.8% | -2.1% | 7.3 | -15.8% | 1.7% | -6.7%
O=C(O)CCN1Cc2ccccc2C1=O | 5.9% | 16.9% | 29.3 | -17.3% | 1.9% | -4.1%
COc1ccc(OCc2nnc(SC3CCOC3=O)n2-c2ccccc2)cc1 (stereo unspecified) | -0.7% | -0.9% | -23.4 | 2.4% | 4.0% | ?
CC1Oc2ccccc2N(CC(=O)NCC2CCCO2)C1=O (stereo unspecified) | 2.4% | 0.0% | 5.2 | -2.0% | -6.2% | -9.9%

# Remaining list, next part
compound | Giardia FBPA inh | AMA1-RON2 inh | HCMV antiviral | AmpC inh no detg | Sm TGR inh | AmpC inh detg
CCCC(O)c1nc2ccccc2n1CCCCOc1ccc(OC)cc1 (stereo unspecified) | nt | nt | -22.9 | nt | -3.5% | 3.3%
O=C(O)/C=C/C(=O)Nc1cccc2cccnc12 | -7.3% | 9.5% | 22.6 | -12.3% | 15.2% | -0.7%
Cc1ccccc1NC(=O)CSc1nc2ccc(NC(=O)c3ccco3)cc2s1 | nt | nt | -24.6 | nt | -4.3% | -7.3%
COc1ccc(OCCN2C(=O)c3ccccc3C2=O)cc1 | -0.7% | 15.4% | 4.8 | -24.2% | 1.1% | 6.7%
CSc1nc(-c2ccccc2)nc(N2CCCC2)c1C(C)=O | 2.9% | 31.3%[activator] | 27.0 | nt | -0.3% | -1.6%
COc1ccc(N2C(=NC(=O)CC3CCCCC3)SC3CS(=O)(=O)CC32)cc1 (stereo unspecified) | 5.8% | 5.3% | -26.4 | -3.9% | -2.1% | 0.8%
Oc1ccc(NC(=S)N=Nc2c(O)[nH]c3ccc(Br)cc23)cc1 | 6.8% | 38.5%[activator] | -91.2* | 17.8µM* | -9.2% | 1.5%
CC(C)(C)NC(=O)CSc1nc2cc(S(=O)(=O)N3CCCCC3)ccc2o1 | nt | 6.8% | -18.9 | -28.4% | nt | nt
CCOC(=O)CSc1nc2ccccc2c(=O)n1CC1CCC(C(=O)NCc2ccco2)CC1 (stereo unspecified) | 1.8% | -9.0% | -21.0 | 0.3% | 0.0% | -8.3%
COC(=O)c1cc(NC(=O)COC(=O)C2CCC2)cc(C(=O)OC)c1 | nt | 0.0% | 7.1 | -5.4% | -8.6% | 0.0%

# 2 compounds from above, limited to AmpC inh detg:
Structure | AmpC inh detg
COc1ccc(NC(=O)Nc2sc(NS(=O)(=O)c3ccccc3)nc2C)cc1 | 9.3%
Cc1cc(C)cc(NC(=O)C2CCCN(c3ncccn3)C2)c1 (stereo unspecified) | 0.7%

# Copied from the list.
# COc1ccc(OCCN2C(=O)c3ccccc3C2=O)cc1 in Sm TGR inh shows 1.1%
# CCOC(=O)CSc1nc2ccccc2c(=O)n1CC1CCC(C(=O)NCc2ccco2)CC1 (stereo unspecified) in Sm TGR inh shows 0.0%
# CC(C)(C)NC(=O)CSc1nc2cc(S(=O)(=O)N3CCCCC3)ccc2o1 in HCMV antiviral shows -18.9
